# Cl transport mod: modulators of human KCC2 chloride dependent transport; Q9H2X9; KCC2 cells, thallium flux FluoZin-2 fluorescence; B-score of Tl+ flux slope (higher = more flux/activation; lower = inhibition) at 10 µM; actives 2.2% (n = 190,000);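 active = thallium flux slope and its plate-corrected score both differing from the plate sample mean at a set confidence after two filtering rounds, in either direction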;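 note: slope of fluorescence scaled to starting intensity during 10 to 20 s after thallium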
# Thrombin inh: blocks human thrombin protease activity | P00734 | alpha-thrombin, Boc-VPR-AMC fluorogenic substrate cleavage | inhibition, % at 5 µM | actives 0.26% (n = 220,000) | AID 1046;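 active = inhibition at or above 40%; inactive = inhibition below 40%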;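 note: 0% = enzyme with no compound and 100% = wells without enzyme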
#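 Material: human alpha-thrombin enzyme / Medium: pH 7.5 Tris (50 mM) with NaCl 150 mM, Tween 20 0.05% / Compound: single-point dosing at 5 µM, 0.2% DMSO / Incubation: enzyme reaction carried out at room temperature / Detection: AMC fluorescence, 355/460 nm / Read-out basis: percent inhibition scaled between no-compound controls and no-enzyme blanks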
# EBV gp42 block: blocks Epstein-Barr virus glycoprotein 42 binding; Q1HVG2; Fluorescence polarization binding assay, mP read-out; inhibition, % (tested at 21.74 µM); actives 0.42% (n = 220,000); in the data active = inhibition above about 50%
# 14-3-3 Bad PPI: disrupts binding of bovine 14-3-3 zeta to phospho-Bad peptide; inhibition, % at 21.7 µM; TR-FRET 14-3-3zeta/Dy647-pBad peptide displacement, 1 h; P63103; actives 0.71% (n = 220,000);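 active = inhibition above about 70%, limit read from the data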;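 note: 0% = full 14-3-3 plus peptide FRET controls and 100% = background without 14-3-3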
# Target sequence (P63103 whole entry, looked up): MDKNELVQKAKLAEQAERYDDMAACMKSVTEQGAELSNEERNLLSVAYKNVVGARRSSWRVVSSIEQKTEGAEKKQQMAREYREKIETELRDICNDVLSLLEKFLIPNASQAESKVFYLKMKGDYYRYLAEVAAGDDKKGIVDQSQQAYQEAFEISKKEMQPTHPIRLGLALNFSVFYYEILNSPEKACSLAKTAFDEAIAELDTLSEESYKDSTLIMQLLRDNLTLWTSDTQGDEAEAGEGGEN
# eIF4E-4G inh: blocks eIF4E binding to eIF4G. P63073+Q04637. inhibition, % at 21.7 µM. actives 0.37% (n = 220,000). AID 782. TR-FRET eIF4E-eIF4GI(517-606) binding, 2 h;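 note: 0% = full FRET control wells and 100% = background wells lacking eIF4GI fragment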
# Furin inh: inhibitors of human furin. P09958. purified furin, fluorogenic substrate cleavage. inhibition, % at 30 µM. actives 0.061% (n = 220,000). AID 463115; in the data active = inhibition above about 25%; note: inactives centre near -15
# Rad51 HR inh: blocks human Rad51 in homologous recombination; Q06609; hRad51 DNA strand exchange, fluorescence dequenching; inhibition, % at 10 µM; actives 0.085% (n = 200,000); AID 1385;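 active = inhibition above 40% at the single screening dose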;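 note: 0% = DMSO control wells and 100% = blanks with heterologous ssDNA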
# Target sequence (Q06609 whole entry, looked up): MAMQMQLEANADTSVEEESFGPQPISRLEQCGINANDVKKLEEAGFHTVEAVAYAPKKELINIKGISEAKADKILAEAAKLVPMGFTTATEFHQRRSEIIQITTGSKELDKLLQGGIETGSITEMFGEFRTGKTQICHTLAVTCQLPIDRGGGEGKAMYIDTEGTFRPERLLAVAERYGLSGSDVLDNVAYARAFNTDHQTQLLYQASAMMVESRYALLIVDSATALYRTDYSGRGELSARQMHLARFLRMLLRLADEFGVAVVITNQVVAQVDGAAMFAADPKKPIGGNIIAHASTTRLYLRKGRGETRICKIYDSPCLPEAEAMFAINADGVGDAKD
#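 material = hRad51 filaments on single-stranded DNA | reagent = Donor/quencher-labelled 47-bp dsDNA substrate | compound = 10 µM final, single point | schedule = strand-exchange reaction 15 min at room temperature | measured by = fluorescein emission 520 nm, excitation 485 nm | read-out basis = % inhibition versus plate control and blank means | benchmarks = plate controls and plate blanks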
# NCF1 inh: p47phox (human) inhibition. inhibition, % at 24.7 µM. actives 0.53% (n = 220,000). P14598. p47phox/p22phox peptide binding, fluorescence polarization, 2 h;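 note: 0% = p47phox with labelled peptide and 100% = labelled peptide alone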
# Target sequence (P14598 whole entry, looked up): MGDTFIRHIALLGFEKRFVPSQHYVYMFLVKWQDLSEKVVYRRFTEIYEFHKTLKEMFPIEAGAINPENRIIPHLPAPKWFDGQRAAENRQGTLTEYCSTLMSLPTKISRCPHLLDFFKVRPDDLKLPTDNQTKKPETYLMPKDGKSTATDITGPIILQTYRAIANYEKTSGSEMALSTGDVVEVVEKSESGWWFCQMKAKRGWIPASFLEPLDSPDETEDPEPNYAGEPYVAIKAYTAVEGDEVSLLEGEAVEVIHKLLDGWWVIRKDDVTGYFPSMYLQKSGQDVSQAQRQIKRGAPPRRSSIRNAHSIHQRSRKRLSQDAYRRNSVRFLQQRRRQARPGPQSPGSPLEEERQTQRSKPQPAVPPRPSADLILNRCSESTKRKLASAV
# KLK5 inh: inhibitors of human kallikrein 5 | Q9Y337 | recombinant hK5, fluorogenic AMC substrate cleavage | inhibition, % at 5 µM | actives 0.59% (n = 210,000) | AID 873;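 active = inhibition of 40% or more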;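 note: 0% = enzyme controls without compound and 100% = no-enzyme blanks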
# The depositor's hits bear a star; x = not tested or not shown; [ ] = another dose, or the depositor's remark.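 Rule for the calls, unless noted: active = inhibition above about 30% (limit read from the data); inactive = the rest.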
SMILES,Cl transport mod,Thrombin inh,EBV gp42 block,14-3-3 Bad PPI,eIF4E-4G inh,Furin inh,Rad51 HR inh,NCF1 inh,KLK5 inh
CCCn1c(SCC(=O)N2CCCc3ccccc32)nnc1-c1ccccn1,x,1,-19,2[fluorescence artefact?],-8[fluorescence artefact?],-9,x,-1,-6
CC(C)OCCCNC(=O)C(=O)N/N=C/c1ccc(OCc2ccccc2)cc1,0.087,-4,-11,0,-4,-17,3,-1,-8
Cc1ccsc1/C=C1/NC(=O)N(Cc2ccc(F)cc2)C1=O,-0.5,-5,-21,-9,3,-23,-2,-7,1
Cc1ccc(NC(=O)CSc2nnc(-c3ccccc3C)o2)cc1C,0.87,-6,-3,4,-1,-30,-1,-4,2
CCOc1ccccc1C1C(C(N)=O)=C(C)Nc2nc(-c3cccc(C)c3)nn21 (stereo not drawn),0.15,-2,1,-1,-1,-18,0,-5,26
FC(F)(F)c1nnc2ccc(NCc3ccccc3)nn12,-0.0048,0,13,-9,-1,-13,18,4,-9
Cc1nc2c(C(F)(F)F)cccc2c2c1CCS2,0.32,-2,5,-10,0,-22,-7,4,2
COC(=O)Cc1c(C)c2c(OCc3nn[nH]n3)cc(C)cc2oc1=O,-0.64,-7,16,49,5,-41,-1,-6,-18
CCOC(=O)c1cc(CC)sc1N1C(=O)CC(Sc2ccccc2C(=O)O)C1=O (stereo not drawn),0.7,-3,-12,3,-3,-22,-18,0,1
O=C1NC(c2ccccc2Cl)Nc2ccccc21 (stereo not drawn),x,1,-11,-3,-1,-25,2,-23,-7
O=S(=O)(c1ccc2c(c1)OCCCO2)N1CCNCC1,x,-3,7,0[fluorescence artefact?],-3,-22,0,4,-8
C/C(=N\NC(=O)c1ccccc1[N+](=O)[O-])c1c(O)cc(C)oc1=O,-0.16,-2,-9,-1[fluorescence artefact?],1,-16,3,7,-10
C/C(=N/OCO/N=C(\C)c1ccccc1F)c1ccccc1F,0.097,-8,-9,-27[fluorescence artefact?],-2,-10,0,-8,-14
O=C(Nc1ncccc1Cl)C(Sc1ccccc1)c1ccccc1 (stereo not drawn),-0.037,-1,-16,2,-1,-12[20 µM],-6,-2,4
CCOC(=O)CSc1nnc(C)n1N,0.15,-3,-13,-8,-5[fluorescence artefact?],-22,-11,4,-18
CN1C(=O)/C(=C/c2ccccc2OCc2cccc(F)c2)N(C)C1=S,0.56,2,-22,-1,-2,-1[20 µM],-5,-14,-5
O=C(O)/C=C/C(=O)N(CC1CCCO1)C1CC(=O)N(c2c(Cl)cccc2Cl)C1=O (stereo not drawn),-0.082,-5,-17,6,4,-26,15,-13,3
O=C(NC1CCCCC1)C(c1ccc(F)cc1)N(Cc1cccs1)C(=O)CN1C(=O)c2ccccc2S1(=O)=O (stereo not drawn),0.92,2,-6,-18,0,-9,x,-5,-5
Cc1cc(-c2nnc(SCC(=O)c3ccc(Cl)cc3)o2)no1,-0.62,3,-22,-25,-2,-26,x,-18,-1
CCCCn1nnc(NC(=O)c2ccc(-c3cccc(Cl)c3)o2)n1,-2.2,6,-2,13,4[fluorescence artefact?],-4[20 µM],-5,-21,-6
Cc1cc(=O)oc2c(CN3CCC(C)CC3)c(O)c(Cl)cc12,0.13,-14,72*,-6,-5,-190[20 µM],-4,-43,-452
CCOC(=O)CSc1nc(N)c(C#N)c(CC(C)C)c1C#N,-1.4,2,-9,2,-3,-17,-2,-7,-8
O=C1c2cccc3c(N4CCCCC4)ccc(c23)C(=O)N1c1ccc(O)cc1,1,-5,-7,18,0,-21,-309,-15,0
O=C(Nc1nc(-c2ccc(Cl)s2)cs1)c1ccco1,0.24,15,-12,-9,2,-20,3,-41,2
Cc1ccsc1/C=C1\CCC(C2CCCC2)C1=O (stereo not drawn),0.12,5,4,-14,-1,-20,7,-20,-3

# Continued:
SMILES,Cl transport mod,Thrombin inh,EBV gp42 block,14-3-3 Bad PPI,eIF4E-4G inh,Furin inh,Rad51 HR inh,NCF1 inh,KLK5 inh
CCC(=O)OCc1c(C(F)(F)F)nn(C)c1Sc1ccc(Cl)cc1,-0.48,-3,-16,0,8,-13[20 µM],6,-2,-1
CCN(CCCNS(=O)(=O)c1ccc2c(c1)oc(=O)n2C)c1cccc(C)c1,-1,-2,-150,4[fluorescence artefact?],4,-17,3,-16,-4
Oc1ccc(C=NC2CCCCC2)cc1,0.077,0,0,-7,3,-9,9,-4,1
O=C1CSC(c2ccc([N+](=O)[O-])cc2)N1C1CCCCC1 (stereo not drawn),-0.014,-5,4,11,-3,2,4,0,-5
O=C(O)c1cccc(COc2ccc(CO)cc2Cl)c1,x,0,-12,21,-7,x,-2,-11,12
N#CC(c1nc2ccccc2nc1N1CCCC1)S(=O)(=O)c1cccs1 (stereo not drawn),-0.21,8,50,3,3,3,-27,-12,5
Cc1ccccc1C(NC(N)=O)c1ccccc1 (stereo not drawn),x,-7,-5,7,2,-28[20 µM],4,2,-3
COc1ccc(CNc2oc(COc3ccccc3Cl)nc2C#N)cc1,x,1,-19,-1,-15,-1[20 µM],-13,-19,-10
CNC(=S)NNC(=O)c1oc2nc(-c3ccccc3)cc(C)c2c1N,0.55,-4,6,21,2,-15,7,-17,-2
COCCn1c(Cc2ccccc2)nnc1SCc1nc2ccccc2c(=O)[nH]1,x,-5,-17,-1,-6,-23,8,-15,-14
O=C(CCC(=O)NNc1nc2ccccc2c2nc(-c3ccccc3)nn12)NCCCN1CCCC1=O,0.81,-5,5,-5,-9,-14,-8,-7,-15
C=CCNC(=S)N/N=C/c1ccc(-c2ccc(Br)cc2)o1,-0.81,-4,8,-17[fluorescence artefact?],-7,-6,-5,-16,-13
CN(C)/C=N/S(=O)(=O)c1cccn1-c1ncc(C(F)(F)F)cc1Cl,0.023,6,8,-12,0,-28,10,15,-3
Cc1cc2nc(CS(=O)(=O)c3ccccc3)cc(=O)n2[nH]1,-1.9,-6,-16,-3,5,-19,-3,-7,-1
CC12CCC(C(=O)Nc3cc(F)ccc3F)(CC1=O)C2(C)C (stereo not drawn),0.79,-2,-2,3,1,-20,6,0,-1
Nc1nc(SCc2ccc3c(c2)OCO3)n[nH]1,-0.11,1,-12,-1,3,-8[20 µM],13,4,17
COc1ccc(CCNC(=O)COC(=O)c2ccc(N3CCCC3=O)cc2)cc1,0.14,9,-4,-2,1,-29,-7,-12,-2
CCC(C)(C)NC(=O)C(c1ccc(C)cc1)N(CCN1CCOCC1)C(=O)CNC(=O)c1cccs1 (stereo not drawn),0.017,-27,-15,-13,2,-31,16,0,-2
O=C(O)CCn1[nH]c(=O)ccc1=O,-0.58,-3,-20,7,2,-21[20 µM],3,4,-7
Cc1ccc(C(=O)NCc2ccco2)cc1S(=O)(=O)N1CCOCC1,1.2,3,-20,-3,-13,-9[20 µM],-9,-16,-2
CCOC(=O)C1(Cc2cccc(F)c2)CCN(C(=O)C2CCC2)CC1,0.62,-12,5,-3,0,-11,-3,-10,0
CCN1CCN(c2nc3c(c(=O)n(C)c(=O)n3C)n2CCSc2nccc(C)n2)CC1,x,-8,-12,-12[fluorescence artefact?],-8[fluorescence artefact?],-26,4,-10,-20
Cc1c(NC(=O)CSc2nc3ccccc3s2)c(=O)n(-c2ccccc2)n1C,0.026,-5,-4,-14,-3,-17[20 µM],7,4,-16
CC1=NCCN1S(=O)(=O)c1ccc(Br)c(C)c1,x,1,-13,13[fluorescence artefact?],0[fluorescence artefact?],-17,6,-17,-17
CCC(=O)Nc1nc2c(OC)ccc(OC)c2s1,x,-4,-6,4[fluorescence artefact?],0,-25,-4,-29,-19

# Compound profiles, as listed above. Values in the order: Cl transport mod | Thrombin inh | EBV gp42 block | 14-3-3 Bad PPI | eIF4E-4G inh | Furin inh | Rad51 HR inh | NCF1 inh | KLK5 inh
# Entry for Nc1nc(SCc2ccc3c(c2)OCO3)n[nH]1 = -0.11 | 1 | -12 | -1 | 3 | -8[20 µM] | 13 | 4 | 17
# Entry for CNC(=S)NNC(=O)c1oc2nc(-c3ccccc3)cc(C)c2c1N = 0.55 | -4 | 6 | 21 | 2 | -15 | 7 | -17 | -2
# Entry for C=CCNC(=S)N/N=C/c1ccc(-c2ccc(Br)cc2)o1 = -0.81 | -4 | 8 | -17[fluorescence artefact?] | -7 | -6 | -5 | -16 | -13
# Entry for CC12CCC(C(=O)Nc3cc(F)ccc3F)(CC1=O)C2(C)C (stereo not drawn) = 0.79 | -2 | -2 | 3 | 1 | -20 | 6 | 0 | -1
# Entry for CCN(CCCNS(=O)(=O)c1ccc2c(c1)oc(=O)n2C)c1cccc(C)c1 = -1 | -2 | -150 | 4[fluorescence artefact?] | 4 | -17 | 3 | -16 | -4

# The list goes on:
SMILES,Cl transport mod,Thrombin inh,EBV gp42 block,14-3-3 Bad PPI,eIF4E-4G inh,Furin inh,Rad51 HR inh,NCF1 inh,KLK5 inh
Cc1cccc(C(=O)OC(C)CN2CCN(C)CC2)c1 (stereo not drawn),-0.73,2,-6,1,0,-12,x,-6,4
Cc1ccc(S(=O)(=O)N(Cc2ccc(Cl)cc2)c2ccccc2C(=O)NCc2ccco2)cc1,-0.67,-16,-2,1[fluorescence artefact?],-8,-14,3,-1,-7
COc1ccc(/C=N/n2c(-c3n[nH]c4c3CCC4)n[nH]c2=S)cc1,0.67,-10,-16,-5,8,-27,x,-2,-3
O=C(CSc1nnc(CNc2ccccc2)o1)c1ccc2c(c1)OCCO2,-4.4*,-1,-12,-10,-13[fluorescence artefact?],-18,5,-5,-23
CCOC(=O)c1cc(-c2ccc(N)cc2)sc1N,-0.66,-2,-3,-9[fluorescence artefact?],8[fluorescence artefact?],-22[20 µM],3,-12,2
CC1CCCCC1NC(=O)c1ccc2c(c1)[nH]c(=O)n2C1CCCC1 (stereo not drawn),-0.24,1,-14,-2,-5,-8,-1,-10,-20
CS(=O)(=O)N1CCN(c2ccc([N+](=O)[O-])cc2F)CC1,0.61,-15,-6,-14,1,-12,13,-7,1
COc1ccc(C(=O)NN2C(=O)C3C4C=CC(O4)C3C2=O)cc1 (stereo not drawn),1,3,17,-4,8,-6[20 µM],7,6,-7
Nc1cc2c(cc1C(=O)c1ccccc1F)OCCO2,-1.5,-5,6,-4,-2,-20,1,-3,-1
Cc1ccc2nc(/C(C#N)=C/c3cn[nH]c3-c3ccc(F)cc3)[nH]c2c1,-0.91,-4,-18,0,4,28*[20 µM],-1,-51,2
CC(NS(C)(=O)=O)C(c1cccs1)N1CCN(c2ccccc2)CC1 (stereo not drawn),x,2,-15,-11,-1[fluorescence artefact?],-7[20 µM],-2,-19,1
O=C(c1ccco1)N1CCN(C(c2ccc(Cl)cc2)c2nnnn2Cc2ccccc2)CC1 (stereo not drawn),-0.59,4,-8,0,-1,-20[20 µM],-2,-4,-6
Cc1ccc(NC(=O)CSc2ncccc2C(=O)Oc2cccc([N+](=O)[O-])c2)cc1Cl,0.48,-2,6,63,12,-5,0,-3,-16
Cc1ccc(Nc2nc3nonc3[nH]c2=O)cc1,-1.9,-3,12,15[fluorescence artefact?],-6[fluorescence artefact?],11,2,-3,1
O=c1oc2ccccc2cc1-c1nc(-c2ccccc2)no1,0.098,-6,11,1,-3,-2[20 µM],-10,-5,-2
COCCNC(=S)NC1CC2CCCC(C1)N2Cc1cccs1 (stereo not drawn),1.2,5,-10,-17,16,-1[20 µM],3,-13,10
CCn1ncc(Br)c1C(=O)Nc1ccc(F)cc1F,0.12,-2,-9,x,x,-14[20 µM],0,-7,13
CC1(C)CC(=O)C(C=NCCN2CCN(C(=O)c3ccc(Br)cc3)CC2)=C(O)C1,1.4,4,-9,-4[fluorescence artefact?],1,-12[20 µM],-2,-10,-6
COc1ccccc1NC(=O)NCCN1CCN(C(=O)Nc2ccccc2OC)CC1,1.8,2,-17,-5,2,-23,17,-6,-2

# Screening data as filed in PubChem.
